# PPARg SRC-1 ag – PPARgamma agonists recruiting SRC-1 coactivator, primary screen, biochemical; PPARgamma-SRC-1 coactivator recruitment biochemical assay; activation, % at 8 µM; 200,000 tested, 0.41% active; AID 631, 2007; in the data active = activation above about 19%;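 note: 0% = DMSO and 100% = reference agonist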
# Target sequence (P37231 whole entry, looked up): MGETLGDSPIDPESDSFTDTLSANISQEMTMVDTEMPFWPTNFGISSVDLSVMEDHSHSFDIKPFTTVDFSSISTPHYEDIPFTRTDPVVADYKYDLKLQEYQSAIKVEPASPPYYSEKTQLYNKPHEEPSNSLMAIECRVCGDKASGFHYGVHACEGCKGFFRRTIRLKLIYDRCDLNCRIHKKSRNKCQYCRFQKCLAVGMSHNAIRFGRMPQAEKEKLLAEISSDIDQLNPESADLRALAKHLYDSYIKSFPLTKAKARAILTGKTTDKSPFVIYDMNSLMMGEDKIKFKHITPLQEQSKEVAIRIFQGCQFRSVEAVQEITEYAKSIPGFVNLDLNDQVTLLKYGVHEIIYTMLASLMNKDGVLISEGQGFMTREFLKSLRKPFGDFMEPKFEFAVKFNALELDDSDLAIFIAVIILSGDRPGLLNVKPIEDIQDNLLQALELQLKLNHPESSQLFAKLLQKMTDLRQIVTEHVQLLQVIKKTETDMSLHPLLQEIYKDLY
# RAM network inh – inhibitors of the yeast RAM network, primary screen, dse1pr::URA3 reporter, 5-FOA selection. S. cerevisiae dse1pr::URA3 reporter, 5-FOA growth OD615, 2 d; analog-sensitive cbk1-as2 kinase mutant strain. inhibition, % at 50 µM. 190,000 tested, 1.8% active. AID 868, 2007;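 active = inhibition above a set limit, 3 SD over mean compound inhibition, cut at about 8.4% in these data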;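 note: 0% = DMSO-only wells with no growth and 100% = 10 µM 1-NA-PP1 full growth; inhibition rescues growth on 5-FOA so higher OD means more RAM inhibition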
# bIAP inh – bovine intestinal alkaline phosphatase inhibitors, primary screen, selectivity assay for TNAP inhibitor project, biochemical, bovine IAP, CDP-star luminescence | alkaline phosphatase, intestinal [Bos taurus] | purified bovine IAP, 30 min | inhibition, % at 20 µM | 190,000 tested, under 10 active;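 active = over 50% inhibition of intestinal alkaline phosphatase at 20 µM in the single-dose screen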
#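 Assay system: bovine IAP enzyme; medium: DEA buffer 100 mM, pH 9.8, with MgCl2 1.0 mM, ZnCl2 0.02 mM; doses: 20 µM single dose; incubation: enzyme reaction for 30 min at room temperature; detection: CDP-star luminescence signal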
# S1P3 antagonist – S1P3 receptor antagonists, primary screen, cell-based | Sphingosine 1-phosphate receptor 3 (Homo sapiens), Q99500 | CHO S1P3 NFAT-BLA reporter, FRET fluorescence, antagonist mode | inhibition, % at 4.98 µM | AID 485, 2006 | 170,000 tested, 0.27% active;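 active = inhibition above the plate cutoff, the mean inhibition of test wells on that plate plus 3 SD, cut at about 28% in these data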;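 note: cells challenged with S1P at its EC80 of 0.8 µM; blue over green emission ratio from cleaved BLA substrate after 4 h stimulation; 0% = S1P-stimulated wells and 100% = unstimulated DMSO-only wells; some compounds past the cut are filed as inactive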
# Target sequence (Q99500 whole entry, looked up): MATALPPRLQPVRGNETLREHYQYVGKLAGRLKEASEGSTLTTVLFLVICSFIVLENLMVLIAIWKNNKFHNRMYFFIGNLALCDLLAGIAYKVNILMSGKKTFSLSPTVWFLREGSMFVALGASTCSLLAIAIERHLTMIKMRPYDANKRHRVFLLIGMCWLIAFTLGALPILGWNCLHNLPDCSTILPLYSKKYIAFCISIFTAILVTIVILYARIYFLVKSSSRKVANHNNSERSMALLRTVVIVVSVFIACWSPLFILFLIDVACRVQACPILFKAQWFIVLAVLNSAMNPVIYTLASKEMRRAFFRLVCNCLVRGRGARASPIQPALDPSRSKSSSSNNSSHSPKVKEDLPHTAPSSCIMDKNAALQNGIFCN
# ROMK mod – ROMK potassium channel modulators, primary screen, cell-based, thallium flux, MLSMR library | B-score at 10 µM | Tet-inducible ROMK, thallium flux fluorescence; actives lie on both sides | ATP-sensitive inward rectifier potassium channel 1 (Homo sapiens), P48048 | 130,000 tested, 2% active;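 active = signal ratio slope over the read window, or its plate-corrected B-score, at least 3 SD from the plate mean, either direction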;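 note: B-score of the F/F0 ratio slope over 7 to 12 s after thallium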
# TR-FRET SRC-2 ct – TR-FRET signal artefacts, primary screen, artefact control for PPARgamma SRC-2 agonist project, biochemical | AID 1049, 2008 | 200,000 tested, 0.4% active | TR-FRET artefact counter-screen; stronger effect = higher value | TR-FRET ratio at 8 µM; in the data active = TR-FRET ratio above about 2000; note: inactives centre near 1500
# Lmaj promast – Leishmania major promastigote growth inhibition, primary screen; Leishmania major promastigotes, resazurin fluorescence viability; inhibition, % at 10 µM; 200,000 tested, 9% active; AID 1063, 2008; in the data active = inhibition above about 50%;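 note: promastigotes grown with compound for 44 hours at 28 °C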
# PPARg SRC2 recr – agonists of PPARg-SRC-2 recruitment, primary screen, biochemical, HTS; PPARgamma LBD-SRC-2 recruitment; activation, % at 8 µM; 200,000 tested, 0.34% active; AID 1032, 2008; in the data active = activation above about 22%;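 note: 0% = vehicle and 100% = reference agonist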
# DTT redox prof – compounds producing H2O2 with reducing agent – biochemical, NIH compound library profiling, artefact control for MLSCN library redox annotation, primary screen. AID 878, 2007. activation, % at 10 µM. DTT-dependent redox cycling H2O2, phenol red/HRP absorbance; 100% = 100 µM peroxide control, 0% = buffer. 200,000 tested, 0.03% active;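 active = activation of at least 50% relative to the plate's high and low controls in the primary single-dose screen; inactive = activation below 50%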;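 note: compound incubated with DTT at 0.8 mM final as the reducing agent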
# Efa HMGR inh – inhibitors of E. faecalis class II HMGR, primary screen, biochemical, Enterococcus faecalis; purified E. faecalis HMGR, NADPH absorbance 340 nm kinetic; AID 1066, 2008; 190,000 tested, 0.41% active; inhibition, % at 10 µM; HMG-CoA reductase (Enterococcus faecalis, mvaE);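 active = inhibition above a set limit, the median over all tested compounds plus 3 SD, cut at about 9.5% in these data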;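 note: enzyme runs in reverse so mevalonate oxidation gives rising NADPH absorbance; 0% = complete reaction with DMSO and 100% = background rate lacking mevalonate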
# PPARg SRC-3 ag – PPARgamma agonists recruiting SRC-3 coactivator, primary screen, biochemical. Peroxisome proliferator-activated receptor gamma (Homo sapiens), P37231. biochemical PPARgamma/SRC-3 coactivator recruitment assay. activation, % at 8 µM. 200,000 tested, 0.26% active; in the data active = activation above about 23%;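 note: 0% = DMSO and 100% = reference agonist; some compounds past the cut are filed as inactive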
# Active calls of the source: *; / = no result given. Not a hit list; overall some 13% were active at least once.
SMILES,PPARg SRC-1 ag,RAM network inh,bIAP inh,S1P3 antagonist,ROMK mod,TR-FRET SRC-2 ct,Lmaj promast,PPARg SRC2 recr,DTT redox prof,Efa HMGR inh,PPARg SRC-3 ag
O=C(CSc1nc2c(cnn2-c2ccccc2)c(=O)[nH]1)c1ccc(Cl)cc1,0,-0.5,10,9,/,1569,4,4,1.5,2,0
Cc1cc(N2CCN(C(=O)c3ccco3)CC2)n2nc(C)nc2n1,0,0.5,25,-3,-0.28,1555,-4,-4,0.6,-2,-3
O=C(CN1C(=O)c2ccccc2S1(=O)=O)Nc1ccc(S(=O)(=O)N2CCCCC2)cc1,0,4.4,5,-1,/,1454,8,6,2.1,0,-15
COc1cc(OC)c(OC)cc1C#N,5,0.0,-3,-7,1.1,1479,-9,2,-0.4,1,2
Cc1ccccc1CC1(CO)CCCN(C(=O)c2ccc3ncccc3c2)C1 (centres undefined),1,1.5,-9,5,0.46,1881,6,3,-0.7,4,4
O=C(N/N=C/c1cccs1)c1ccc(NC(=O)c2ccccc2Cl)cc1,-7,4.5,-7,14,/,1642,-4,-2,0.3,-5,-2
O=C(CCc1nnc(CCCCc2ccccc2)o1)NC(c1cccnc1)C(F)(F)F (centres undefined),-1,1.5,-2,16,-1.6,1611,11,3,-0.9,-1,1
CN(C)c1ccc(/C=C/c2ccc3ccccc3[n+]2C)cc1,66*,1.8,17,15,/,2876*,100*,94*,0.1,0,59*
O=C(NNC(=O)c1ccc(SCC2CCCO2)c([N+](=O)[O-])c1)c1ccc(F)cc1 (centres undefined),6,1.9,-23,/,/,1707,-8,8,0.4,0,-6
CCOc1cc(-c2ccc(N)c(OCC)c2)ccc1N,4,-0.8,22,-14,1.2,1552,3,-4,-0.2,3,19
Cc1ccc(-c2noc(CCC(=O)Nc3ccc4c(c3)OCO4)n2)cc1,0,3.7,13,11,/,1554,-9,9,0.1,0,9
NC(=O)CN1C(=O)C(O)(CC(=O)/C=C\C=C\c2ccccc2)c2ccccc21 (centres undefined),1,1.2,2,-13,-0.007,1548,39,-7,-0.1,0,3
COc1cccc(C(=O)Nc2c(C(N)=O)oc3ccccc23)c1,1,2.7,26,-5,/,1518,-1,11,-0.6,-4,4
Cc1ccccc1OCCn1cc(C(=O)C(=O)N2CCOCC2)c2ccccc21,15,-1.1,-16,8,-0.37,1571,17,-1,0.1,-1,1
COc1ccc(-c2cc(C(=O)Nc3cc(C)nn3-c3ccccc3)no2)cc1OC,-4,3.8,13,-3,3.7*,1449,0,-6,-0.2,-1,0
CCOC(=O)C(=O)Nc1ccc(OC)c(Cl)c1,-3,1.3,-6,3,0.32,1668,-5,1,-0.4,0,-2
CCCCc1nc(NCC2CCCO2)c(C#N)c2c1COC(C)(C)C2 (centres undefined),8,1.1,3,/,/,1494,0,7,0.9,-4,9
CCc1nnc(NC(=O)CN2CCN(C3CCCCC3)CC2)s1,1,0.8,4,/,-0.17,1556,-4,-5,0.0,2,-6
CCC(=O)Nc1cccc(NC(=O)c2cccnc2)c1,7,0.3,0,-8,1.2,1561,-9,2,1.6,-1,4
Cn1c(CNC(=O)Nc2cccc(Cl)c2)nnc1SCc1ccccc1,4,0.2,8,-13,/,1688,-1,8,0.5,-1,3

# An excerpt from the list above:
SMILES,PPARg SRC-1 ag,RAM network inh,bIAP inh,S1P3 antagonist,ROMK mod,TR-FRET SRC-2 ct,Lmaj promast,PPARg SRC2 recr,DTT redox prof,Efa HMGR inh,PPARg SRC-3 ag
COc1ccc(-c2cc(C(=O)Nc3cc(C)nn3-c3ccccc3)no2)cc1OC,-4,3.8,13,-3,3.7*,1449,0,-6,-0.2,-1,0
CCOC(=O)C(=O)Nc1ccc(OC)c(Cl)c1,-3,1.3,-6,3,0.32,1668,-5,1,-0.4,0,-2

# The list goes on.
SMILES,PPARg SRC-1 ag,RAM network inh,bIAP inh,S1P3 antagonist,ROMK mod,TR-FRET SRC-2 ct,Lmaj promast,PPARg SRC2 recr,DTT redox prof,Efa HMGR inh,PPARg SRC-3 ag
CS(=O)c1ccccc1COC(=O)Nc1ccc(Cl)cc1 (centres undefined),1,1.3,-11,/,/,1385,-3,1,2.3,-4,-14
CC(=O)Nc1ccc(Sc2ncccc2C(=O)Nc2ccc(F)cc2)cn1,-9,5.9,8,/,-0.15,1597,-12,-2,-7.5,4,-2
COC(=O)N1N=C(c2ccccc2)CC1(O)C(F)(F)F (centres undefined),9,1.1,-3,/,/,1580,-8,3,-0.3,-4,9
O=C(CSC1CCCCC1)N1CCN(c2ccccc2)CC1,8,-0.1,4,-3,/,1476,-6,6,0.7,-3,-3
O=C(NC1CCCC1)c1ccc(S(=O)(=O)N2CCCC2)cc1,-1,-0.5,10,-43,/,1334,-3,-3,2.2,-4,-1
Cc1cccc(-n2ncc3c(N4CCCC4)ncnc32)c1,6,-0.4,6,28,-0.45,1647,9,2,-0.3,-2,-8
CC(C)C(=O)N1CCN(c2ccc(NC(=O)c3cccs3)cc2)CC1,3,2.2,12,/,-0.022,1466,2,2,2.1,0,11
Cn1c(=O)n(CCN2CCOCC2)c(=O)c2c1nc1n2CCN1c1ccccc1,2,/,/,-26,/,1466,6,1,2.1,/,-3
CC(C)(C)c1ccc(C(=O)Nc2cccc([N+](=O)[O-])c2)cc1,-1,2.1,6,20,0.46,1612,4,15,-0.1,-3,2
Cc1sc2nc(SCC(=O)N3CCCCC3)[nH]c(=O)c2c1C,-1,1.0,0,12,0.036,1417,-2,-9,0.5,-1,1
C=CCn1c(O)c(N=NC(=O)CNC(=O)c2cccs2)c2ccccc21,5,3.0,3,-13,0.33,1614,14,1,0.0,0,2
COc1cc(C(c2nnnn2C(C)(C)C)N2CCN(C)CC2)cc(OC)c1OC (centres undefined),-4,2.6,-18,-12,/,1412,0,-8,2.5,1,-11
Nn1c(SCC(=O)NCCC2=CCCCC2)nnc1C1CCCCC1,0,-1.1,6,-26,0.76,1675,-1,-8,1.7,-1,2
CCOc1ccc(-c2noc(-c3ccncc3)n2)cc1OCC,-6,1.2,0,0,/,1540,93*,-1,0.0,-2,-3
Cc1cc(C(=O)N/N=C/c2cc([N+](=O)[O-])ccc2O)c2ccccc2n1,-2,1.9,20,-7,/,1714,31,6,-0.8,-2,4
Cc1c(Cl)c(C(=O)NC2CCCC2)nn1C,0,0.6,8,/,0.53,1618,-4,-9,1.1,2,-9
CC(=O)c1ccc(NC(=O)COc2ccccc2C(=O)Nc2ccc(C)cn2)cc1,4,3.1,-1,0,0.44,1593,-1,6,-1.0,-2,1
Cc1cc(=O)[nH]c2c1c(C)nn2C1CCOC(C)(C)C1 (centres undefined),-3,0.4,-8,/,/,1573,-7,4,2.6,-2,-5
CCC1CCCCN1C(=O)c1nn2cccnc2c1Cl (centres undefined),2,0.3,8,-21,0.36,1518,1,2,0.5,-12,4
Nc1cccc(-n2cccc2)c1,4,1.9,6,-5,0.82,1415,-6,1,-1.0,0,3
COc1ccc(C2C(C#N)=C(N)Oc3n[nH]c(C)c32)cc1Cn1nc(C)c([N+](=O)[O-])c1C (centres undefined),2,2.0,2,/,/,1761,6,10,-1.1,-1,7
CS(=O)(=O)N1CCC(C(=O)Nc2cc(Cl)ccc2Cl)CC1,9,-0.1,-34,-10,-0.26,1701,5,12,-0.6,-3,1
O=C(NNS(=O)(=O)c1ccc(Cl)cc1)c1cc(-c2ccccc2)nc2ccccc12,1,6.4,1,-4,0.31,1620,0,-5,-0.2,0,2
COc1cccc(Nc2ncnc3ccccc23)c1,1,0.7,14,/,-0.32,1598,62*,17,0.1,-1,6
O=C(c1cc(-c2ccc3c(c2)OCO3)on1)N1CCN(c2ccccc2)CC1,-1,5.2,2,-18,/,1678,-2,1,-0.4,-1,3
Cc1cnc2ncc3sccc3c2c1,-5,1.2,5,-6,-3.6*,1419,-1,0,-0.4,1,-3
O=C1[C@@H]2[C@@H]3C[C@@H]([C@H]4ON=C(c5ccc(Cl)cc5)[C@@H]34)[C@@H]2C(=O)N1C1CCCCC1,1,2.4,22,4,/,1510,-4,0,0.1,-7,-4
Cc1csc(NC(=O)C2CCN(S(=O)(=O)c3ccc4c(c3)oc(=O)n4C)CC2)n1,2,1.6,5,/,/,1707,-7,-2,-1.3,2,3
COc1ccc(-c2cc(C(F)(F)F)n3nc(C(=O)N4CCCC4)cc3n2)cc1,7,3.6,-6,-10,/,1634,-4,6,0.3,1,-6
Clc1ccc(CSc2nnc(-c3ccncc3)o2)c(Cl)c1,-3,1.8,5,21,-0.051,1541,-4,-5,2.5,1,6
O=C(O)c1ccc(CSc2n[nH]c(-c3ccco3)n2)cc1,-6,2.0,12,4,-0.15,1428,-2,-5,2.0,1,12
Cc1ccc(N=Cc2nc(/C=C/c3cccc([N+](=O)[O-])c3)oc2O)cc1,-4,4.6,12,/,/,1410,4,3,-4.3,-3,-4
CCSc1nc2sc3c(c2c2nnc(SCC(=O)NCc4ccco4)n12)CCCC3,8,/,/,/,0.83,1685,9,11,-1.4,/,14
COc1cc2c(cc1OC)-c1cc(N3CCCCCC3)nc(=O)n1CC2,-1,0.7,-5,16,1.1,1497,-2,1,2.4,-2,-3
Cc1cc(NS(=O)(=O)c2ccc(NC(=O)Nc3ccccc3)cc2)no1,3,1.3,8,-16,/,1556,-6,4,-0.8,3,-7
CCCc1cc(NCc2ccccn2)n2c(nc3ccccc32)c1C#N,8,11*,-22,1,0.43,1671,-2,2,-0.1,-3,0
O=C(NC12CC3CC(CC(C3)C1)C2)c1cc2nc(-c3ccco3)cc(C(F)(F)F)n2n1,4,4.3,7,-21,/,1454,47,4,1.9,5,0
CC(C)CCNC(=O)Cc1c(C(=O)O)[nH]c2ccc(Cl)cc12,7,4.3,-1,-9,/,1643,-8,4,1.5,-4,-13
COCCn1nnnc1C(C(C)C)N1CCC(Cc2ccccc2)CC1 (centres undefined),4,0.0,7,27,0.99,1502,13,9,-1.5,-7,-3
COc1c2ccc(C(=O)NCc3cc(C(F)(F)F)cc(C(F)(F)F)c3)cc2nn1C,-3,2.6,13,/,/,1586,0,-4,-3.6,3,-2
COC(=O)c1[nH]c2ccc(C)cc2c1NC(=O)c1ccccc1[N+](=O)[O-],0,1.3,12,-10,0.27,1556,1,-7,-0.3,-4,0
CCOc1cc(CNCCSc2nnnn2C)cc(Br)c1OCc1ccccc1F,-4,-1.4,13,/,-0.024,1613,36,4,-5.2,-3,7
